M5 PAM: human M5 muscarinic receptor positive allosteric modulators, primary screen, CHO-K1 cells, Fluo-8 calcium fluorescence; CHO-K1 hM5, ACh EC20 PAM; 0% = ACh EC20, 100% = ACh EC100; 0.3% of 360,000 active; AID 624038, 2012; activation, % at 3 µM;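 active = activation above the run cutoff, the mean activation of all test compounds plus 3 SD, cut at about 18% in these data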
Target sequence (P08912 whole entry, looked up): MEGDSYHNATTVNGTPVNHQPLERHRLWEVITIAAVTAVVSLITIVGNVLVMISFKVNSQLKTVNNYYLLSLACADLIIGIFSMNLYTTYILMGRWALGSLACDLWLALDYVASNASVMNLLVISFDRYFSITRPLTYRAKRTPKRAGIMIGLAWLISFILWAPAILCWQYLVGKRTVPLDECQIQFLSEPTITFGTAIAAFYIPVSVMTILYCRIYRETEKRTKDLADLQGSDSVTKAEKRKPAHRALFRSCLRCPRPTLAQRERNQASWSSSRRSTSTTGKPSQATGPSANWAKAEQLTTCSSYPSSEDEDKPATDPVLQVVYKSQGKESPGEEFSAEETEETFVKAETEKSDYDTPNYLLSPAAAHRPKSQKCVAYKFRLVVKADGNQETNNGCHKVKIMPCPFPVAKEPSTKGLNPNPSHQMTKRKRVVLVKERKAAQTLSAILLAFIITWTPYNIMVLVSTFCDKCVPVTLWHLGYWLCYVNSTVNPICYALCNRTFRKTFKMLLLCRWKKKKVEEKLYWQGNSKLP
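Assay system: CHO-K1 hM5 cells / Incubation: Fluo-8 loading 80 min at 37 °C plus 30 min room temperature / Technique: Fluo-8 calcium dye fluorescence, kinetic read / Repeats: single replicate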
CHO-K1 Ca antag: counter-screen for M1 antagonists: effect in parental CHO-K1 cells; ATP-induced calcium, Fluo-8 fluorescence; 0.6% of 360,000 active; inhibition, % at 3 µM;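 active = inhibition above a per-plate cutoff, the plate's mean sample inhibition plus 3 SD, cut at about 24% in these data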;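 note: 0% = DMSO plus EC80 ATP and 100% = DMSO alone without ATP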
CHO-K1 Ca ag: counter-screen for M1 agonists: effect in parental CHO-K1 cells | Fluo-8 calcium fluorescence; scaled to maximal ATP response, vehicle zero | activation, % at 3 µM | 0.48% of 360,000 active; in the data active = activation above about 15%;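 note: untransfected CHO-K1 host cells lacking M1 receptor as counterscreen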
CHRM4 PAM: human M4 muscarinic receptor positive allosteric modulators, primary screen, CHO-K1 cells, Fluo-8 calcium fluorescence. Muscarinic acetylcholine receptor M4 (Homo sapiens), P08173. CHO-K1 hM4/Gqi5, ACh EC20; 0% = ACh EC20, 100% = maximal ACh. activation, % at 3 µM. 0.4% of 360,000 active;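 active = activation above its plate's cutoff, the mean activation of sample wells plus 3 SD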; note: some results filed as inactive read as strong as hits
Target sequence (P08173 whole entry, looked up): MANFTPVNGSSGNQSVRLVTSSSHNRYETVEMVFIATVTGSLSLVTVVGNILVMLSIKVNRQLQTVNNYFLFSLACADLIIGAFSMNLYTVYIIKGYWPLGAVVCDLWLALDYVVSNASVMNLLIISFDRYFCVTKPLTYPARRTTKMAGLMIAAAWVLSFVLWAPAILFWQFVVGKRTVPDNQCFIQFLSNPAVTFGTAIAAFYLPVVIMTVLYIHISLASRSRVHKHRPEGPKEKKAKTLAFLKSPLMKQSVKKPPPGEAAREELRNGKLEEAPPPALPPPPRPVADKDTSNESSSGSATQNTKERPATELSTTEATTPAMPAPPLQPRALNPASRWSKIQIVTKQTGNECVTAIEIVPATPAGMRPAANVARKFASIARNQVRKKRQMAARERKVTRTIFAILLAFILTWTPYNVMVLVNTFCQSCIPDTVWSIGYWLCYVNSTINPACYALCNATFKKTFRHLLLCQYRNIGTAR
CHRM5 agonist: human M5 muscarinic receptor agonists, primary screen, CHO-K1 cells, Fluo-8 calcium fluorescence; Muscarinic acetylcholine receptor M5 (Homo sapiens), P08912; CHO-K1 hM5 cells; 0% DMSO wells, 100% maximal acetylcholine response; activation, % at 3 µM; 0.19% of 360,000 active; AID 624037, 2012;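 active = activation above the run's mean over test compounds plus 3 SD, cut at about 23% in these data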;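 note: signal is peak over basal fluorescence ratio across the kinetic read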
M4 ag: human M4 muscarinic receptor agonists, primary screen, CHO-K1 cells, Fluo-8 calcium fluorescence. CHO-K1 hM4/Gqi5; vehicle 0%, full acetylcholine response 100%. Muscarinic acetylcholine receptor M4 (Homo sapiens), P08173. activation, % at 3 µM. 0.14% of 360,000 active;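 active = activation above the run mean over all test wells plus 3 SD, cut at about 32% in these data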;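 note: peak over basal fluorescence ratio per well then scaled between controls; 0% = DMSO wells and 100% = acetylcholine at EC100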
CHRM5 antagonist: human M5 muscarinic receptor antagonists, primary screen, CHO cells, Fluo-8 calcium fluorescence. Muscarinic acetylcholine receptor M5 (Homo sapiens), P08912. CHO-hM5 cells, ACh EC80. inhibition, % at 3 µM. 0.59% of 360,000 active. AID 624040, 2012;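 active = inhibition above a per-plate cutoff, the mean of that plate's test compounds plus 3 SD, cut at about 27% in these data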;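 note: 0% = acetylcholine EC80 with DMSO and 100% = DMSO without agonist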
CHO-K1 Ca PAM: nonselective calcium activators in parental CHO-K1 cells, primary screen, counter-screen for M1 PAM project, cell-based, Fluo-8 calcium fluorescence, full deck, 1536-well; activation, % at 3 µM; ATP EC20; 0% at ATP EC20, 100% at ATP max; 0.02% of 360,000 active;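 active = activation above the run cutoff, the mean activation of all test compounds plus 3 SD, cut at about 40% in these data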;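 note: peak over basal fluorescence ratio in a 140 s read after ATP addition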
M4 antag: human M4 muscarinic receptor antagonists, primary screen, CHO cells, Fluo-8 calcium fluorescence; Muscarinic acetylcholine receptor M4 (Homo sapiens), P08173; CHO-hM4 cells, ACh EC80; inhibition, % at 3 µM; 0.73% of 360,000 active; AID 624125, 2012;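 active = inhibition above its plate's cutoff, the mean inhibition of sample wells plus 3 SD, cut at about 27% in these data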;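 note: 0% = acetylcholine EC80 with DMSO and 100% = DMSO without agonist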
Active calls of the source: *.

nr | SMILES | M5 PAM | CHO-K1 Ca antag | CHO-K1 Ca ag | CHRM4 PAM | CHRM5 agonist | M4 ag | CHRM5 antagonist | CHO-K1 Ca PAM | M4 antag
1 | Cc1ccccc1-c1cnc(C(O)c2ccc(Cl)c(F)c2)[nH]1 (centres undefined) | -6 | 23 | -0.1 | 3 | 1 | 6 | 9 | 0 | -12
2 | Cc1cc(C)nc(S/C=C/C(=O)c2ccccc2F)n1 | 3 | 9 | 6.5 | -8 | 1 | 1 | -1 | 1 | 3
3 | C=CCN(C(=O)CNS(=O)(=O)c1ccccc1)C(C(=O)NCCOC)c1cccnc1 (centres undefined) | 6 | -14 | 0.0 | 0 | -2 | 0 | 0 | 16 | 5
4 | CCc1cc(C(=O)c2ccc(OC)cc2)c(NC(=O)CN2CCN(C)CC2)s1 | -4 | -5 | 1.8 | -9 | -12 | 3 | 17 | 2 | -1
5 | Cc1ccccc1CC(=O)NC1CCCc2ccccc21 (centres undefined) | 0 | 5 | 1.0 | 1 | -11 | 0 | 6 | 12 | 3
6 | CCO[C@H]1OC(C(=O)N2CCN(Cc3ccc4c(c3)OCO4)CC2)=C[C@@H](C2CC2)[C@@H]1CCCO | 1 | -7 | 0.8 | 4 | 1 | 2 | 9 | 5 | -1
7 | COc1cc(/C=N/n2c(C)nc3ccccc3c2=O)cc(OC)c1O | -10 | 18 | 4.5 | -10 | 0 | 17 | 18 | -4 | 3
8 | Clc1cccc(Cl)c1COc1ccccc1CNn1cnnc1 | 2 | -25 | 3.1 | -9 | -6 | 2 | -5 | 16 | -4
9 | CCOC(=O)C1Cc2ccccc2C(=O)O1 (centres undefined) | 1 | -3 | 2.8 | -2 | 4 | 1 | -8 | 11 | -1
10 | CC(=O)c1ccc(-c2ccc(C(=O)Nc3nc(-c4ccccn4)cs3)o2)cc1 | -17 | -6 | 7.5 | -9 | 0 | 19 | 11 | 0 | 10
11 | O=C(O)c1cc2ccccc2c(N=Nc2cccnc2)c1O | -3 | 11 | 0.4 | -5 | -3 | 0 | 21 | 6 | 13
12 | O=C1NC(Cc2ccc(O)cc2)c2nc3cc(F)ccc3c(=O)n2-c2cc3ccccc3cc21 (centres undefined) | -5 | -1 | 4.3 | -3 | 2 | 15 | 1 | 16 | 3
13 | CN(C(=O)COC(=O)c1ccc(C#N)cc1)c1ccccc1 | 2 | -2 | -0.4 | 1 | -4 | 2 | 1 | 29 | -3
14 | CCc1ccc(Cn2nnc(C(=O)Nc3ccc(OC)cc3OC)c2N)cc1 | -3 | -12 | 3.7 | -4 | 16 | 8 | 1 | 31 | 3
15 | COc1cc(/C=N/NC(=O)COc2ccccc2[N+](=O)[O-])ccc1OC(=O)c1ccco1 | -5 | -3 | 3.5 | 17 | 2 | 4 | 3 | 16 | -6
16 | O=C(O)C1CCCCC1C(=O)NCc1ccc(F)cc1 (centres undefined) | 4 | 8 | 0.1 | 34* | 2 | 0 | -2 | 12 | -1
17 | Cc1cc(C)c2c(c1)C1C=CCC1C(c1ccc(S(=O)(=O)N3CCOCC3)cc1)N2 (centres undefined) | -1 | 4 | -0.1 | 2 | 2 | 1 | 2 | -12 | 3
18 | Cc1ccc(NC(=S)N2CCSC2c2cccs2)cc1 (centres undefined) | 5 | -10 | 1.1 | -1 | -3 | 0 | -2 | 9 | -7
19 | Nc1c(Cl)cc(NC(=O)c2ccccc2C(=O)O)cc1Br | -2 | 12 | -0.4 | 9 | -2 | 0 | 1 | -9 | -2
20 | CCc1ccccc1NC(=S)NC1CC2CCC(C1)N2Cc1ccc(F)cc1 (centres undefined) | 0 | -22 | 2.5 | -5 | -8 | 3 | 5 | 21 | -2
21 | COc1ccc(CN2CC(C(=O)NCCCN3CCN(Cc4ccccc4)CC3)CC2=O)cc1 (centres undefined) | 1 | -11 | -0.2 | 4 | -3 | 3 | -3 | 8 | 5
22 | Cc1ccc(C(=O)N[C@H](C(=O)OCc2nnc(-c3ccccc3)o2)C(C)C)cc1 | 0 | -12 | 2.9 | -5 | -4 | 3 | 1 | 14 | 4
23 | CCCn1nc(C(=O)N2CC(=O)Nc3ccccc32)c2ccccc2c1=O | 7 | -6 | 0.0 | 4 | -5 | 1 | -4 | -4 | -5
24 | CC(Oc1ccc2c3c(c(=O)oc2c1)CCCC3)C(=O)NCc1ccncc1 (centres undefined) | -3 | -2 | 4.4 | -2 | 0 | 4 | 10 | 3 | 7
25 | C=CCc1c(C)nc(N2CCSCC2)[nH]c1=O | -17 | 3 | 6.6 | -30 | 6 | 19 | 7 | 6 | 8
26 | COc1cc(C2c3cc4c(cc3OC(NNC(N)=O)C2C)OCO4)cc(OC)c1OC (centres undefined) | -1 | -14 | 2.0 | 2 | 3 | -1 | 5 | 5 | -5
27 | Cc1ccc(-c2nc(CS(=O)(=O)CC(=O)N3CCN(C)CC3)c(C)o2)cc1 | 3 | 4 | 2.1 | 0 | -2 | 2 | -8 | -3 | 3
28 | CC1=NN(C(N)=S)C(=O)C1N=Nc1ccccc1 (centres undefined) | -2 | -4 | -0.2 | -1 | -3 | 1 | -8 | 0 | -4
29 | Cc1ccccc1C(=O)Nc1cccc(-c2cn3ccccc3n2)c1 | -6 | -14 | 6.9 | -7 | 4 | 19 | 2 | 13 | 0
30 | O=C(C=Cc1cccs1)c1cccs1 | -15 | -9 | 0.2 | -2 | 2 | 6 | 8 | 0 | 1
31 | CC1(c2cccc(Br)c2)NC(=O)N(CC(=O)Nc2ccc3c(c2)OCCO3)C1=O (centres undefined) | -6 | -14 | 2.5 | 7 | 6 | 8 | 7 | -5 | -2
32 | COc1ccc(CN(C)Cc2nc(Cc3cccc(F)c3)no2)c2cccnc12 | -10 | 17 | 15 | -14 | 4 | 12 | 13 | 1 | 12
33 | COc1ccc(CCn2c(-c3cc([N+](=O)[O-])cc([N+](=O)[O-])c3)nc3nc4ccccc4nc32)cc1OC | -1 | 5 | 0.4 | 5 | -1 | 1 | -1 | -10 | -12
34 | Cc1n[nH]c(=O)c2c(NC(=O)CSc3ncccn3)oc(C)c12 | 0 | 3 | 0.9 | -3 | 0 | 1 | 1 | 10 | 1
35 | Cc1ccc(S(=O)(=O)N2CCCCC2)cc1NC(=O)C1CC(=O)N(Cc2ccccc2)C1 (centres undefined) | -3 | -15 | 0.3 | 2 | -1 | 0 | 6 | 25 | -7
36 | CC1CC(C)CN(S(=O)(=O)N2CCCC(C(=O)NCCCN3CCOCC3)C2)C1 (centres undefined) | -3 | -13 | 0.6 | -2 | -2 | 0 | 6 | 18 | 8
37 | O=C(O/N=C(\c1ccccc1)c1ccncc1)c1ccccc1F | 3 | 0 | 2.8 | -3 | 4 | -1 | 2 | 21 | 6
38 | CC1c2cccn2CCN1S(=O)(=O)c1ccccc1 (centres undefined) | 0 | -23 | 0.7 | 5 | -1 | 1 | -7 | 9 | -6
39 | COc1ccccc1C(CNC(=O)c1ccco1)N1CCCC1 (centres undefined) | -31 | -3 | 0.2 | -2 | -11 | 2 | 18 | -18 | -6
40 | Cc1ccc(OCC(=O)N2CC(C)OC(C)C2)c([N+](=O)[O-])n1 (centres undefined) | 6 | -17 | 1.9 | 2 | 2 | 1 | -5 | -3 | -2
41 | O=C(CN1C(=O)c2ccccc2C1=O)NCc1ccc(F)cc1 | -2 | -5 | 0.5 | -2 | -3 | 0 | -6 | -22 | -3
42 | CCCC(C)NC(=O)Cc1ccccc1 (centres undefined) | 10 | -6 | 0.3 | 6 | 2 | 1 | 0 | 5 | -5
43 | CCC1CCCCN1C(=O)CSc1nnc(CNC(=O)c2ccco2)o1 (centres undefined) | 2 | -6 | -0.2 | -2 | -3 | 0 | 4 | 14 | -3
44 | O=C(NC1CCCCC1)c1cc(C2CC2)on1 | 5 | -5 | 0.1 | -8 | -4 | -1 | 4 | 10 | 4
45 | [N-]=[N+]=NCCN1CCN(Cc2ccccc2)CCC1=O | -5 | -10 | 0.6 | 8 | -1 | 1 | 14 | 5 | 3
46 | O=C1OCCC1Sc1nnc(-c2ccc(Cl)cc2)n1Cc1ccccc1 (centres undefined) | 3 | -5 | 1.5 | -2 | -1 | 2 | -4 | 21 | -8
47 | Cc1ccc(NC(=O)C(c2ccccc2)C2CCCC2)cc1 (centres undefined) | -11 | -1 | 3.8 | -12 | -4 | 0 | 5 | 15 | -6
48 | CCCNc1nc(Nc2ccc(C)cc2)nc(N2CCCC2)n1 | 9 | -6 | 0.4 | 23 | 0 | -3 | -2 | 0 | 1
49 | COc1ccc(-n2nnnc2SC(C)C(=O)NCC(=O)Nc2ccc(F)c(F)c2F)cc1 (centres undefined) | -4 | -6 | 1.9 | -7 | 3 | 4 | -9 | -4 | -5
50 | O=c1[nH]c2cc(Cl)ccc2n(CCNc2ncc(C(F)(F)F)cc2Cl)c1=O | 2 | -14 | 0.5 | 8 | -2 | 0 | -1 | 19 | 14
51 | c1ccc(Sc2ncnc3c2oc2ccccc23)cc1 | -1 | -9 | -0.2 | -3 | -8 | 0 | 2 | 7 | -6
52 | CCN(CC)CCN(C(=O)c1ccc(S(=O)(=O)N(C)C2CCCCC2)cc1)c1nc2ccc(OC)cc2s1 | 4 | -2 | 0.5 | 4 | -3 | 0 | -4 | 19 | 6
53 | O=C(O)c1ccc(-n2nncc2-c2ccco2)cc1 | 1 | -17 | 0.8 | 3 | 1 | 2 | -3 | 14 | 4
54 | Cc1cc(N)n(-c2ccc(Cl)cc2)n1 | -2 | 22 | 1.3 | 1 | -2 | 1 | 6 | -6 | -5
55 | COc1ccc(-n2nc(C(=O)NCC(=O)NCC3COc4ccccc4O3)c3ccccc3c2=O)c(OC)c1 (centres undefined) | -2 | -17 | 1.8 | 1 | 4 | 5 | 10 | 4 | -8
56 | COc1ccc(CC(=O)NCc2n[nH]c(=S)n2-c2cccc(C)c2)cc1 | -1 | -5 | -0.1 | 10 | -1 | 1 | 6 | 7 | 0
57 | N#C/C(=C\N1CCOCC1)S(=O)(=O)c1ccc(Cl)cc1 | 6 | -13 | 0.9 | -1 | 3 | 0 | -9 | 14 | 5
58 | CC1CCC(NC(=O)c2ccc3c(c2)OCO3)CC1 (centres undefined) | -9 | 4 | -0.2 | -6 | -3 | 0 | 14 | -5 | 6
59 | CN(Cc1ccccc1)C(=O)COC(=O)Cc1ccc(Cl)cc1 | 8 | -4 | -0.2 | -3 | -4 | 0 | -11 | 4 | 5

Rewritten in transposed form: part of the list above
[52] CCN(CC)CCN(C(=O)c1ccc(S(=O)(=O)N(C)C2CCCCC2)cc1)c1nc2ccc(OC)cc2s1
[53] O=C(O)c1ccc(-n2nncc2-c2ccco2)cc1
[54] Cc1cc(N)n(-c2ccc(Cl)cc2)n1

screen / no.	52	53	54
M5 PAM	4	1	-2
CHO-K1 Ca antag	-2	-17	22
CHO-K1 Ca ag	0.5	0.8	1.3
CHRM4 PAM	4	3	1
CHRM5 agonist	-3	1	-2
M4 ag	0	2	1
CHRM5 antagonist	-4	-3	6
CHO-K1 Ca PAM	19	14	-6
M4 antag	6	4	-5

From PubChem
